Compound activity (PubChem)
GSK3beta inhib: human GSK3beta kinase inhibitors, primary screen, biochemical, cell-free homogeneous, HTS. GST-GSK3beta kinase, ADP-Glo luminescence, 60 min; hits give low values. 0.038% of 300,000 active. activity score (negative = inhibition), % at 10 µM;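 active means more than half of replicate wells score below -50%, meaning over 50% inhibition versus plate controls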;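 further: 0% = median DMSO wells and -100% = median GW8510 positive control wells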
Target sequence (P49841 whole entry, looked up): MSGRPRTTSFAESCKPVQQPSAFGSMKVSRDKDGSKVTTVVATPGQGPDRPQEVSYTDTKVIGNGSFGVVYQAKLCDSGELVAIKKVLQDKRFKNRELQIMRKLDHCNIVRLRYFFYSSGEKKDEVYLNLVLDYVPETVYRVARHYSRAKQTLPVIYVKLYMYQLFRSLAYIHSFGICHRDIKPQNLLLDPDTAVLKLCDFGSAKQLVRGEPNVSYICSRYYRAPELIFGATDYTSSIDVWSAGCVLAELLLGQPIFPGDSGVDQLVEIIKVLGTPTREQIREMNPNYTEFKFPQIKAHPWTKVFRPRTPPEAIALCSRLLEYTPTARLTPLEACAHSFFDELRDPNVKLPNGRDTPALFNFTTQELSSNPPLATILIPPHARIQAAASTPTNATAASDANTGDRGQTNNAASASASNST
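Test system: GST-fused GSK3beta enzyme, cell-free | Quantity: 1.6 ng GST-GSK3beta enzyme per well | Reagent: 25 µM ATP with peptide substrate | Schedule: 60 min enzyme reaction, room temperature | Signal: Luminescent ADP-Glo measurement of ADP formed | Read-out basis: Score relative to plate controls | Control set: DMSO and 20 µM GW8510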
GSK3 alpha inh: blockers of GSK3A enzyme activity – biochemical, luminescence, cell-free homogeneous, HTS, primary screen; Glycogen synthase kinase-3 alpha (Homo sapiens), P49840; GSK-3 alpha kinase, ADP-Glo luminescence, 60 min; inhibition, % at 10 µM; 0.1% of 320,000 active;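 in the data active means inhibition above about 50%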;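 further: GST-tagged GSK-3 alpha with peptide substrate and 25 µM ATP; 0% = DMSO neutral wells and 100% = GW8510 positive control wells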
Target sequence (P49840 whole entry, looked up): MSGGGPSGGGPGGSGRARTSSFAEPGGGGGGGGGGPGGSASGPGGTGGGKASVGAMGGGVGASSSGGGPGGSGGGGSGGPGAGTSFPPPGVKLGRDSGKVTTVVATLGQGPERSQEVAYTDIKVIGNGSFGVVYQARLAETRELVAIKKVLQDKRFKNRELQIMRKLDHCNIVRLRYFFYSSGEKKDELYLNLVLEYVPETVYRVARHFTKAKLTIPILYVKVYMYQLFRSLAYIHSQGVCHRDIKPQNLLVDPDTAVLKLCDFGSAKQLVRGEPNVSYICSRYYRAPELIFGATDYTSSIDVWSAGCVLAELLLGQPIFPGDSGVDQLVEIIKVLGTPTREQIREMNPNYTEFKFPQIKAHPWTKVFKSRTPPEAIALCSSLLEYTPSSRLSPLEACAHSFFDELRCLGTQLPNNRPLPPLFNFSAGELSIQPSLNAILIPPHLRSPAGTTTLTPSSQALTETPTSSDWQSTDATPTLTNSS
HSF1 activator: HSF-1 activators, primary screen, NIH3T3-HGL cells, MG132 stress, luminescence, single point; activation, % at 9 µM; 1.7% of 300,000 active; AID 504408, 2011; NIH3T3-HGL HSF-1 luciferase reporter, 8 h; 100% = twice DMSO control signal;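 active means mean replicate activation of at least 50% with a set share of replicates each reaching 50%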;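 further: 0% = median of the neutral control wells and 100% = twice that signal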
KLF5 inh: KLF5 expression inhibitors, primary screen, DLD-1 cells, luminescence; DLD-1 KLF5 promoter-luciferase reporter; inhibition, % at 5 µM; 0.23% of 290,000 active; AID 1700, 2009;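 active means inhibition above a per-plate limit of that plate's mean compound inhibition plus 3 SD, cut at about 60% in these data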;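 further: 0% = DMSO wells and 100% = LY294002 at 200 µM; higher means less KLF5 promoter-driven luciferase light; inactives centre near -14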
HSP90 inh: HSP90 inhibitors, primary screen, cell lysate, luminescence; Rabbit reticulocyte lysate, luciferase refolding luminescence, 3 h; inhibition, % at 5.6 µM; 0.91% of 290,000 active; AID 1789, 2009;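 active means inhibition above the screen-wide mean plus 3 SD, computed separately per campaign, cut at about 16% in these data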;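 further: 0% = DMSO wells and 100% = 60 µM geldanamycin wells; inhibitors lower the luminescence because luciferase stays unfolded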
aSyn UTR inh: MLPCN primary screen, SNCA 5' untranslated region. alpha-synuclein 5'UTR reporter, inhibitor activity. 0.82% of 300,000 active. inhibition, % (tested at 7.5 µM); in the data active means inhibition above about 60%;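 further: H4 neuroglioblastoma cells stably carrying SNCA 5'UTR luciferase fusion; 0% = DMSO wells and 100% = positive control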
AI-2 QS mod: Vibrio harveyi AI-2 quorum sensing modulators, primary screen, JMH597 strain, luminescence/OD600 ratio. AID 2094, 2009. activity change, % at 7.5 µM. Vibrio harveyi JMH597 AI-2 luminescence/OD600 ratio, 9 h; hits give low values; strain lacks LuxN and CqsS sensors; 0 = neutral-control median. 0.4% of 300,000 active; in the data active means activity change below about -75%, passing the limit was not always enough;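 further: luminescence divided by OD600 gain over 9 h not by final OD600 alone; inactives centre near 13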
HSF1 inh: HSF1 inhibitors in luciferase reporter cells, primary screen, cell-based, NIH3T3, luminescence; NIH3T3-HGL HSE-luciferase, MG132-induced, luminescence 8 h; hits give low values; activity change, negative = inhibition, % at 7.5 µM (by protocol); 0.77% of 300,000 active;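 active means more than half of replicate wells show activity change below -50%, luminescence cut by over half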;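 further: luciferase reports HSF-1 transcriptional activity via heat shock element; 0% = median of DMSO wells and -100% = zero luminescence signal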
IEC-6 tox: cytotoxicity in IEC-6 intestinal epithelial cells, primary screen, cytotoxicity control for KLF5 inhibitor project, cell-based, luminescence; IEC-6 cytotoxicity, luminescence viability; inhibition, % at 5 µM; 0.78% of 290,000 active; AID 1825, 2009; in the data active means inhibition above about 22%;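 further: 0% = plate median of test compound wells and 100% = cytotoxic reference compound wells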
PolyA inh: polyadenylation inhibitors in yeast reporter cells, primary screen, luminescence, S. cerevisiae | calls only at 12 µM | 0.02% of 300,000 active | S. cerevisiae SKY197-pL101 polyadenylation reporter, beta-gal luminescence; efflux-impaired pdr1/pdr3 knockout yeast; score 100 = 6 SD above DMSO;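 active means lowest replicate activity score at least 50, where 100 means six control SD above control mean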;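 further: yeast exposed to compound for 9 h at 30 °C; higher score means more reporter readthrough which indicates perturbed polyadenylation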
* marks the source's active call; other numbers are inactive results; i = inactive; . = not tested or not shown. The list is partial; the hit share may differ from the screen's.

SMILES | GSK3beta inhib | GSK3 alpha inh | HSF1 activator | KLF5 inh | HSP90 inh | aSyn UTR inh | AI-2 QS mod | HSF1 inh | IEC-6 tox | PolyA inh
COc1ccc(NC2c3ncccc3C(=O)N2Cc2cccs2)cc1 (centres undefined) | -1.2 | -0.5 | 5.7 | -0.1 | 4.2 | -4.7 | 10.7 | 7.7 | 2.1 | i
NC(=O)CSc1nnc(-c2cc(-c3ccc(Cl)cc3)nc3ccccc23)o1 | -0.8 | 8.1 | 5.8 | -9.5 | -0.4 | -2.2 | 22.3 | 5.6 | 6.1 | i
CCc1nc2ccccc2n1Cc1ccc(OC)c(OC)c1 | 1.8 | -1.8 | 5.2 | -17.3 | 4.7 | 27.0 | 12.0 | -1.7 | 6.2 | i
O=C(CNC(c1ccccc1)c1ccccc1)Nc1ccccc1Br | 1.1 | -0.4 | -8.8 | -9.0 | 1.4 | 1.7 | 21.8 | -3.9 | -7.2 | i
CCSc1nnc(CNc2ccc(F)cc2)n1CC1CCCO1 (centres undefined) | -2.3 | -0.8 | 11.6 | -38.1 | 1.7 | -10.6 | 35.9 | -1.6 | -4.5 | i
O=C1C2C3C=CC(C4CC34)C2C(=O)N1c1nccs1 (centres undefined) | -20.6 | -3.3 | -8.4 | 0.0 | -4.2 | 13.6 | 9.3 | -6.7 | -8.5 | i
CCN1CCN(C(=S)Nc2cccc(Cl)c2)CC1 | 2.4 | -0.3 | -0.4 | -17.3 | -5.5 | -4.5 | 11.3 | -6.5 | -1.4 | i
CC(C)c1ccc(-c2c(C#N)c(N)nc3c2CCCCC3)cc1 | 1.1 | . | -6.1 | -22.9 | -0.4 | 45.4 | -4.0 | -0.9 | 1.4 | i
O=C1CCC(C(=O)N2CCN(c3cnccn3)CC2)CN1CCc1ccc(Cl)cc1 (centres undefined) | -4.2 | . | 17.6 | -0.9 | -4.2 | 7.2 | -1.4 | 2.5 | 4.3 | i
Cc1cccc(NC(=S)NNC(=O)CCn2nc(C)c([N+](=O)[O-])c2C)c1 | -2.9 | 1.7 | 7.6 | 2.1 | 2.5 | 15.0 | 14.0 | -0.1 | -0.4 | i
Cc1cc2c(cc1C)CSC(c1ccccc1O)SC2 | 0.6 | 1.1 | 14.6 | -1.6 | 1.4 | 13.4 | -0.5 | -1.4 | 0.1 | i
CN(C)CCNc1ncnc2c1sc1nc(N3CCCC3)c3c(c12)CC(C)(C)OC3 | -2.5 | 2.5 | -15.3 | -2.5 | 4.1 | 20.8 | -2.1 | -10.9 | -3.8 | i
O=C(C[n+]1cc(-c2ccc(Cl)cc2)n2c1CCCCC2)c1ccccc1 | -0.4 | 0.3 | 21.8 | -21.7 | -1.9 | -44.3 | 10.0 | 9.4 | -6.2 | i
COc1ccc(N2CCN(c3ncnc4nc[nH]c34)CC2)cc1 | 2.2 | 1.7 | 7.8 | -19.3 | 0.7 | -7.1 | -1.3 | 4.7 | 0.3 | i
O=C(Nc1sc2c(c1C(=O)N1CCOCC1)CCCCC2)c1cccnc1 | -2.7 | -2.8 | -1.6 | -23.9 | -0.8 | 0.2 | 10.8 | -0.9 | 4.2 | i
CCCCc1nnc(SCC(=O)NC2CCCCC2)n1C | 1.4 | -0.9 | -12.5 | 5.3 | 3.9 | -13.4 | -4.6 | -5.6 | 2.5 | i
NS(=O)(=O)c1ccc(CCNC(=O)CCCn2c(SCC(=O)N3CCCC3)nc3ccsc3c2=O)cc1 | 0.6 | -1.2 | 35.0 | -14.6 | 0.3 | 19.0 | 5.7 | 9.7 | -5.3 | i
Cc1ccc(-n2cc(CNC(C)c3cnn(C)c3C)c(-c3ccc(F)cc3)n2)cc1 (centres undefined) | 2.7 | -1.8 | 44.9 | -2.5 | -3.4 | -0.6 | -7.2 | 17.3 | 1.0 | i
COc1cccc(NC(=S)N(CCN(C)C)C(C)c2ccncc2)c1 (centres undefined) | 0.8 | 0.1 | 5.4 | -20.5 | 0.3 | -3.6 | 1.4 | 6.3 | 7.4 | i
Cc1cc(/C=C2\C(=N)N3N=C(CC(=O)N4CCOCC4)SC3=NC2=O)c(C)n1Cc1ccccc1 | -1.6 | -4.0 | 3.0 | 15.2 | 6.0 | -7.0 | 8.2 | -5.6 | -4.8 | i
O=C(COc1ccccc1Cl)NCc1nc(-c2ccccc2)no1 | -4.6 | -3.7 | 5.5 | 3.3 | 13.5 | -9.8 | -3.0 | 7.5 | 8.0 | i
COc1ccc(NC(=O)c2cnc(SC)nc2C)c(OC)c1 | 6.1 | -1.5 | -0.1 | -20.4 | -3.2 | -8.7 | 16.9 | -8.5 | 5.2 | i
C[C@H](NC(=O)c1nc[nH]c1C(=O)NCCCCCN)C(=O)OCc1ccccc1 | 2.5 | 8.5 | -13.1 | . | . | 1.8 | 23.5 | -4.8 | . | i
O=C(O)c1ccc(-c2ccccc2C(F)(F)F)o1 | 1.1 | -1.8 | -4.4 | -11.4 | 0.8 | -0.4 | 36.1 | -1.8 | 3.1 | i
COc1ccc(-c2csc3nc(-c4ccccc4F)oc(=O)c23)cc1 | -1.9 | 1.5 | 78.1* | -1.6 | -0.5 | -101.0 | 13.3 | 62.6 | -3.8 | i

Remaining list, next part
SMILES | GSK3beta inhib | GSK3 alpha inh | HSF1 activator | KLF5 inh | HSP90 inh | aSyn UTR inh | AI-2 QS mod | HSF1 inh | IEC-6 tox | PolyA inh
Cc1ncsc1CCSc1n[nH]c(=O)n1-c1ccccc1 | -6.1 | -1.0 | 12.9 | -4.8 | 3.3 | 2.3 | 15.5 | 3.0 | 1.6 | i
CCOC(=O)c1nn(-c2ccccc2C)c2nc(-c3ccc(C)cc3)c(C#N)c(=O)n12 | 1.9 | -25.7 | 33.3 | -16.8 | 4.9 | 18.9 | 4.0 | 0.6 | -0.2 | i
COC(=O)CC1(c2cccc3ccccc23)C(=O)c2ccccc2C1=O | -0.2 | -1.0 | 4.2 | 0.7 | 10.5 | 1.1 | 22.0 | 4.7 | 1.7 | i
O=C(CC1NCCNC1=O)Nc1ccc(Cl)c(Cl)c1 (centres undefined) | 4.4 | 0.3 | 13.9 | -30.1 | 2.5 | -91.7 | 12.5 | -1.9 | 1.6 | i
O=C(O)CCCCCNS(=O)(=O)c1c(Cl)cccc1Cl | 1.6 | -3.8 | 6.9 | -15.1 | -1.9 | 15.0 | 11.7 | -1.1 | 0.8 | i
Cc1cccc(NS(=O)(=O)c2cccs2)n1 | 1.8 | -1.5 | -6.1 | -6.3 | -1.6 | 26.5 | 35.6 | -0.6 | 0.0 | i
O=C(Nc1ccc(NC(=O)C2CC2)cc1)c1ccco1 | -1.2 | -0.6 | 20.6 | -123.9 | 2.6 | -92.4 | 16.4 | 25.9 | -0.9 | i
O=C(CCS(=O)(=O)c1ccccc1)Nc1nc2cc3c(cc2s1)OCO3 | -1.7 | -1.7 | 25.8 | -2.8 | 1.3 | -64.6 | 8.4 | -8.1 | -2.8 | i
O=C(COc1ccccc1-c1ccccc1)NN=C1CCCC1 | -1.4 | 1.7 | . | 30.9 | -2.4 | 29.4 | 6.9 | . | 53.3* | i
CCCCN(C(=O)c1ccc(S(=O)(=O)N2CCOCC2)cc1)C1CCS(=O)(=O)C1 (centres undefined) | 0.1 | -3.0 | -15.0 | . | . | 0.4 | 20.7 | -6.2 | . | i
C[C@@H](O)[C@@H]1NC(=O)c2cc([N+](=O)[O-])cc(I)c2NCC[C@@H](C(N)=O)NC(=O)CNC1=O | . | 0.2 | . | -19.2 | 1.1 | . | . | . | 5.1 | .
CC(C)(C)n1nnnc1C(c1cccs1)N1CCN(c2ccccc2)CC1 (centres undefined) | 1.3 | -1.3 | -5.8 | -8.6 | -0.6 | -1.8 | 10.2 | 4.7 | -3.2 | i
O=C(Nc1cccc(F)c1)C1CCCN(S(=O)(=O)c2cnc[nH]2)C1 (centres undefined) | . | -0.7 | -4.3 | -40.7 | 0.7 | 23.9 | 53.3 | -0.6 | 3.6 | i
CC(=O)CSc1nnc2c3ccccc3nc(C(C)(C)C)n12 | 0.1 | -1.9 | -4.4 | -1.5 | 1.5 | 8.1 | -4.4 | 2.8 | -5.6 | .
COc1cc2c(cc1OC)C(c1ccc(-c3ccccc3Cl)o1)=NCC2 | -1.3 | -3.0 | . | -41.6 | 14.6 | . | 30.4 | . | 3.4 | i
CC(=O)NC1(C(F)(F)F)N=C(c2ccccc2)NC1=O (centres undefined) | -0.5 | -0.1 | 4.5 | -51.2 | -4.2 | 20.1 | 2.6 | -10.0 | 4.4 | i
CS(=O)(=O)c1sc(C#N)c2c1C(=O)CC(c1ccccc1)C2 (centres undefined) | -2.7 | -1.4 | 88.5* | -11.0 | 0.3 | 81.1* | -14.0 | 72.0 | 75.2* | i
COc1ccc(C2=NOC(Cn3nc(C(=O)NCc4ccccc4OC)cc3-c3ccccc3)C2)cc1 (centres undefined) | 4.5 | -6.4 | -13.9 | . | . | -13.0 | 19.9 | -13.6 | . | i
O=C(N/N=C/c1ccco1)c1cc(C2CC2)[nH]n1 | -0.7 | -0.1 | 19.1 | -68.8 | 4.7 | -69.5 | 43.4 | 12.0 | -0.3 | i
Cc1ccccc1NC(=O)c1ccc(NC(=O)C2CCCO2)cc1 (centres undefined) | -0.5 | -1.3 | -1.0 | -31.6 | -6.5 | -41.8 | 32.1 | -3.0 | 7.0 | i
CC(C)c1ccc(-n2nc3ccc(N)cc3n2)cc1 | -3.2 | 0.2 | 0.5 | -84.8 | 1.3 | 20.5 | 5.2 | -3.9 | 4.2 | i
Cc1cccc(OCC(=O)NCCN2CCOCC2)c1 | 1.7 | -0.4 | -10.1 | -11.0 | -1.2 | 16.2 | 19.7 | 3.9 | -3.9 | i
Cc1ccc(/C=C2\SC(=S)N(CCC(=O)NNC(=O)c3cccnc3)C2=O)cc1 | 3.4 | -2.3 | 31.1 | -18.5 | 0.0 | 31.5 | 14.4 | 4.1 | -5.0 | i
COc1ccc(-c2nc(-n3c(C)c(C(C)=O)c(C(C)=O)c3C)sc2C)cc1 | -1.5 | 1.3 | -5.4 | -17.2 | -0.5 | 22.1 | 4.6 | -3.5 | -0.8 | i
